# Screening results from PubChem BioAssay.
# Platelet DG rel: platelet dense granule release activity; human platelet-rich plasma, SFLLRN dense granule ATP release, luminescence; inhibition, %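 (compounds screened at 7.5 µM in platelet-rich plasma)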; actives 0.22% (n = 300,000);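 active = mean replicate score, as percent of positive control, at or above 50; inconclusive = mean below 50 but at least one replicate at or above 50; inactive = mean and every replicate below 50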
# SKKanGAS inh: blocks kanamycin growth of S. pyogenes SKKanGAS strain; inhibition, % at 7.5 µM; AID 1662; BacTiter-Glo, 6 h; actives 1.3% (n = 300,000);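 active = mean replicate score, as percent of positive control median, at least 50; inconclusive = mean below 50 but one replicate at or above 50; inactive = mean and every replicate below 50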;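 also: strain carries kanamycin resistance gene driven by streptokinase promoter and grows in 40 µg/ml kanamycin; loss of luminescence reflects streptokinase promoter inhibition or plain growth inhibition; 0% = median of DMSO wells and 100% = positive control at its reference dose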
# KLF5 inh: suppresses KLF5 promoter-driven expression; DLD-1 KLF5 promoter-luciferase reporter, luminescence; inhibition, % at 5 µM; actives 0.23% (n = 290,000); AID 1700;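 active = inhibition above a per-plate limit of that plate's mean compound inhibition plus 3 SD, cut at about 60% in these data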;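 also: 0% = DMSO wells and 100% = LY294002 at 200 µM; higher means less KLF5 promoter-driven luciferase light; inactives centre near -14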
# HIF act: HIF pathway transcriptional activation | activation, % at 7.5 µM (by protocol) | U2OS HRE-luciferase reporter, luminescence; normalized: DMSO 0%, desferrioxamine 100% | AID 1910 | actives 0.32% (n = 300,000);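 active = mean activation of at least 10% of the iron chelator positive control signal, with at least half of replicates also reaching 10%; inconclusive = mean and replicate majority disagree about reaching 10%; inactive = mean and most replicates under 10%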
# HSP90 inh: inhibitors of HSP90 luciferase refolding in rabbit reticulocyte lysate; actives 0.91% (n = 290,000); inhibition, % at 5.6 µM; luciferase refolding luminescence, 3 h; AID 1789;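 active = inhibition above the screen-wide mean plus 3 SD, computed separately per campaign, cut at about 16% in these data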;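 also: 0% = DMSO wells and 100% = 60 µM geldanamycin wells; inhibitors lower the luminescence because luciferase stays unfolded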
# AI-2 QS mod: modulators of Vibrio harveyi AI-2 quorum sensing system | Vibrio harveyi JMH597 AI-2 luminescence/OD600 ratio, 9 h; active compounds read low; strain lacks LuxN and CqsS sensors; 0 = neutral-control median | activity change, % at 7.5 µM | actives 0.4% (n = 300,000) | AID 2094; in the data active = activity change below about -75%, passing the limit was not always enough; inconclusive = no clear call, values can overlap the other calls;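 also: luminescence divided by OD600 gain over 9 h not by final OD600 alone; inactives centre near 13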
# IEC-6 tox: counter-screen for KLF5 inhibitors: cytotoxicity in IEC-6 cells; IEC-6 cytotoxicity, luminescence viability; inhibition, % at 5 µM; actives 0.78% (n = 290,000); in the data active = inhibition above about 22%;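 also: 0% = plate median of test compound wells and 100% = cytotoxic reference compound wells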
# HSF1 inh: HSF1 inhibition; NIH3T3-HGL HSE-luciferase, MG132-induced, luminescence 8 h; active compounds read low; AID 2098; activity change, negative = inhibition, % at 7.5 µM (by protocol); actives 0.77% (n = 300,000);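 active = more than half of replicate wells show activity change below -50%, luminescence cut by over half; inconclusive = some wells, but at most half, below -50%; inactive = no replicate well below -50%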;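 also: luciferase reports HSF-1 transcriptional activity via heat shock element; 0% = median of DMSO wells and -100% = zero luminescence signal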
# aSyn 5UTR inh: MLPCN primary screen, SNCA 5' untranslated region; alpha-synuclein 5'UTR reporter, inhibitor activity; AID 1813; inhibition, % (tested at 7.5 µM); actives 0.82% (n = 300,000); in the data active = inhibition above about 60%; inconclusive = no clear call, values can overlap the other calls;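 also: H4 neuroglioblastoma cells stably carrying SNCA 5'UTR luciferase fusion; 0% = DMSO wells and 100% = positive control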
# HSF1 activator: increases HSF-1 driven luciferase reporter signal. NIH3T3-HGL HSF-1 luciferase reporter, MG132, 8 h; 100% = twice DMSO control signal. activation, % at 9 µM. AID 504408. actives 1.7% (n = 300,000);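 active = mean replicate activation of at least 50% with a set share of replicates each reaching 50%; inconclusive = only one of those two conditions met; inactive = mean below 50% and too few replicates reaching it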;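 also: 0% = median of the neutral control wells and 100% = twice that signal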
# * marks the source's active call; other numbers are inactive results; ? = inconclusive; nt = no result given.
SMILES,Platelet DG rel,SKKanGAS inh,KLF5 inh,HIF act,HSP90 inh,AI-2 QS mod,IEC-6 tox,HSF1 inh,aSyn 5UTR inh,HSF1 activator
CC(C)N(C(=O)Cn1cnc2c(cnn2-c2ccccc2Cl)c1=O)C(C)C,-2,4,-41,-0.2,1,123,3,-5,16,-12
O=C(NCCc1ccccn1)c1nc(Cn2cc(Br)cn2)no1,19,-3,-8,-0.2,-1,nt,-4,-7,-8,-2
COc1ccc(C2CC(c3cccs3)=NN2C(=O)COC(=O)C2CCCCC2)cc1OC (configuration not stated),6,-1,-2,0.3,2,18,7,3,3,7
O=C(CN1C(=O)c2ccc(Br)cc2C1=O)NCC1CCCO1 (configuration not stated),8,6,-1,0.8,-1,24,-2,1,-23,-1
Cc1ccc(-c2noc(CCCC(=O)NCC3CCCO3)n2)cc1 (configuration not stated),-10,-3,-6,-0.5,8,10,8,-3,21,2
Cc1ccccc1Cn1cnc2c([N+](=O)[O-])c(C)c(C)cc21,0,-1,23,-0.3,0,42,5,-6,29,-9
O=C(NN1C(=O)c2ccccc2C1=O)C1CC2CCC1C2 (configuration not stated),4,-3,-23,0.1,1,12,0,-8,-8,12
O=C(COc1ccccc1)Nc1ccccc1C(=O)NC1CC1,-4,-4,nt,-0.5,nt,29,nt,-5,-1,-10
CCC(Oc1ccccc1)C(=O)NCCCN1CCOCC1 (configuration not stated),15,-1,-30,-0.1,-1,-15,-4,-7,-6,19
CCOC(=O)c1cc(S(=O)(=O)N2CCc3ccccc32)cn1C,5,-1,-25,0.5,-3,20,2,-48,-2,-59
Cc1cc(-c2ccccc2)nc(N/N=C/c2ccc(O)cc2O)n1,15,4,3,0.5,-4,22,12,11,29,9
COc1ccc(/C=C2\SC(=S)N(CC(=O)NNC(=O)c3ccncc3)C2=O)cc1,-2,-18,-25,0.5,-2,21,-3,3,-3,-3
Cc1ccc(C(=O)NCCN2CCCC2)cc1,3,-4,-43,0.2,-6,8,1,-5,7,4
COC(=O)Nc1ccc(Oc2ccccc2)cc1,-8,-2,-39,-0.2,0,5,-3,-7,-1,20
COc1ccc(C(=O)Nc2cc3c(cc2C#N)OCO3)cc1S(=O)(=O)NCc1ccco1,2,1,-9,-0.7,-1,21,-3,-2,14,-18
COCC1CCCN(C(=O)c2ccc3nc(Cc4cccc(Cl)c4)oc3c2)C1 (configuration not stated),18,-3,-108,2.5,2,30,4,23,-77,35
CCN1c2ccccc2S(=O)(=O)c2ccccc21,-8,3,-10,0.4,6,-5,2,0,14,-2
COc1ccc(CC(=O)N/N=C/c2cc(Br)cs2)cc1OC,6,-4,-29,-9.1,0,13,5,-7,20,-15
Cc1ccc(S(=O)(=O)CCC(=O)Nc2ccc3c(c2)OCO3)cc1,2,-1,-28,0.5,3,9,-4,1,6,-5
O=C1COc2ccccc2N1Cc1ccc(Cl)cc1,2,7,-40,-0.2,3,3,-4,2,14,16
COCCNc1ccnc2c(Cl)cccc12,-9,-18,-13,0.1,3,2,4,-1,-52,5
CCOc1cc(S(=O)(=O)N2CCN(Cc3ccccc3)CC2)ccc1Br,7,-4,-12,-0.4,4,17,4,18,-5,22
O=S(=O)(Nc1cccc(-c2nc3cccnc3s2)c1)c1ccc2c(c1)CCCC2,1,33,-18,-0.1,-3,30,2,-5,-17,-18
CCOC(=O)C1=C(O)C(=O)N(c2ccc(S(N)(=O)=O)cc2)C1c1ccc(Cl)cc1 (configuration not stated),0,3,-24,0.0,0,28,3,13,5,-1
COc1ccc(N2CC(C(=O)NNC(=O)c3ccc(Br)cc3)CC2=O)c(OC)c1 (configuration not stated),19,-7,nt,-0.1,nt,9,nt,3,1,-2
COc1ccccc1CNC(=O)c1ccncc1,-5,8,-30,-1.3,0,9,-10,-4,21,0
O=C(NCc1ccccc1)C(c1ccc(F)cc1)N(Cc1cccs1)C(=O)c1cnccn1 (configuration not stated),7,9,-17,-0.6,0,4,-4,5,12,14
CCC(=O)Nc1cccc(NC(=O)CSc2nnc(C(C)C)n2CC)c1,2,3,-8,0.1,2,nt,-1,-3,14,0
O=C(O)CCc1ccc(-c2cccs2)n1Cc1ccco1,2,4,-42,0.1,3,46,-13,20,-5,39
Cc1ccc(/C=C/C(=O)O)cc1S(=O)(=O)NCc1cccnc1,0,-3,-7,0.6,-2,21,-11,3,3,12
CCCOP(=O)(OCCC)C1(Nc2ccc(C)cc2)CCCCC1,-2,-4,-17,0.1,-3,-2,-5,0,0,-2
COc1ccccc1CNC(=O)c1n[nH]c2ccccc12,5,-4,-43,0.9,2,-13,-3,-1,-29,0
CC(OC(=O)C(C)N1C(=O)C2C3C=CC(C4CC34)C2C1=O)C(=O)c1ccccc1 (configuration not stated),3,-2,-28,-0.1,-6,10,4,-9,4,-8
Fc1ccc(C(c2nnnn2Cc2cccs2)N2CCN(c3ccccc3)CC2)cc1 (configuration not stated),-3,10,-18,-1.2,4,0,-2,-5,-6,-5
COc1ccc(NS(=O)(=O)c2ccc3c(c2)CCCN3C(C)=O)cc1,-3,2,2,0.1,2,13,2,-2,-15,-8
CCC(C)[C@H](N)C(=O)NC[C@H]1CC[C@H](C(=O)N[C@@H](Cc2ccccc2)C(=O)O)CC1 (some centres not stated),2,1,-16,-0.7,-3,28,-2,5,-17,21
COc1ccccc1-c1cc(C(=O)N/N=C/C=C/c2ccccc2[N+](=O)[O-])c2ccccc2n1,-2,19,2,-1.1,5,28,4,4,34,20
COc1cccc(/C=N/NC(=S)NCc2ccco2)c1OC,-4,7,-7,0.2,1,15,-2,-2,6,5
CCOc1cc(NC(=O)c2ccco2)c(OCC)cc1NC(=O)COc1ccccc1C,0,-2,-5,-2.4,-1,21,1,-5,44,-2
CCN(CC(=O)NCc1ccc(F)cc1)C(=O)/C=C/c1ccco1,-6,-22,2,-0.4,7,-4,4,-3,-23,5
COc1ccc(C2/C(=C(/O)c3ccccc3)C(=O)C(=O)N2CCN2CCOCC2)c(OC)c1 (configuration not stated),13,-3,-23,1.4,-1,33,3,1,-1,0
CC(=O)Nc1nonc1-c1nc2ccccc2n1CCC(C)C,-7,15,5,1.4,-3,18,-2,-7,9,-22
O=C(O)COc1ccc2c3c(c(=O)oc2c1)CCCC3,0,5,8,0.2,5,9,10,-1,16,-7
Cc1cc(-n2c(SCC(=O)NCCC3=CCCCC3)nc3n[nH]c(C)c3c2=N)ccc1Cl,-9,8,2,-0.3,5,22,11,13,14,34
COC(=O)c1nc(NNC(=O)c2ccccc2)sc1-c1ccccc1,-2,0,-12,-0.5,4,-2,2,2,2,25
COc1ccc(-c2cc(C(F)F)nc(-n3nc(C)cc3C)n2)cc1,6,28,-7,0.6,-4,24,-8,10,0,-4
COCCNC(=O)COC(=O)c1nsc(Cl)c1Cl,9,-2,-14,-0.4,4,14,-1,-3,-8,-5
COc1cc(Cl)c(C)cc1NC(=O)CSc1nc2ccccc2o1,-2,2,16,nt,0,10,3,nt,nt,nt
O=C(O)C1C2C=CC(C2)C1C(=O)Nc1ccc(C(=O)N2CCCCC2)c(Cl)c1 (configuration not stated),3,0,10,0.2,-1,10,-6,-2,16,-20
COC(=O)c1ccc2c(c1)NC1=C(C(=O)CC(C)(C)C1)C(c1ccncc1)N2 (configuration not stated),6,-3,-17,0.2,0,-1,-4,3,-13,-7
# Continued:
SMILES,Platelet DG rel,SKKanGAS inh,KLF5 inh,HIF act,HSP90 inh,AI-2 QS mod,IEC-6 tox,HSF1 inh,aSyn 5UTR inh,HSF1 activator
O=C1CSc2ccccc2N1Cc1ccccc1F,9,4,-33,0.6,0,-7,-3,-1,14,3
O=C(CN1CCC(C(O)(c2ccccc2)c2ccccc2)CC1)Nc1ccccc1,11,2,-40,0.6,-3,-2,-4,8,24,0
CC(C)c1nc2n[nH]c(N)c2c2c1CSC(C)(C)C2,0,-10,5,-0.6,1,3,-4,-7,35,15
COc1ccc(S(=O)(=O)N(CC(=O)NCc2ccco2)C2CCCCC2)cc1OC,-5,-10,4,-0.1,6,-1,-1,5,-16,14
Cc1cc(C(=O)NCCCn2ccnc2)cs1,2,-6,-34,-0.1,1,nt,0,-3,2,-3
COc1ccc(CNC(=S)Nc2cccc(OC)c2)cc1,1,-1,-36,0.5,4,-53,7,11,-15,22
Cc1ccccc1OCC(=O)Nc1ccc2c(c1)ncn2C,3,-7,nt,1.8,nt,27,nt,13,-256,19
Cc1cc(C)cc(NC(=O)CSCc2nc3c(nnn3Cc3ccc(F)cc3)c(=O)[nH]2)c1,-3,13,-35,0.1,3,28,-1,-6,18,-18
CCN1N=C(c2ccccc2)Cn2c1nc1ccccc12,-16,-6,-4,0.3,3,5,7,-2,-26,-11
O=C(NCc1cccnc1)c1ccc(-c2ccc(Cl)cc2)o1,9,-13,-24,0.2,-3,15,6,-10,6,1
Cc1c(NC(=S)NC(NC(=O)C(C)(C)C)C(Cl)(Cl)Cl)c(=O)n(-c2ccccc2)n1C (configuration not stated),7,-2,4,-0.6,4,10,-2,6,11,-5
O=C(Nc1cccnc1)Nc1ccc(Br)cc1Cl,2,5,-2,0.7,-2,10,4,-1,-68,20
CC1=NN(c2ccccc2)C(=O)/C1=C/C=C/C=C/N(C)C,24,-1,-10,-0.4,-3,-11,-7,12,15,32
Cc1ccccc1C(=O)N1CCN(c2ccc(NC(=O)c3cccs3)cc2)CC1,10,-4,-17,-0.2,2,12,5,-16,34,-30
O=C(Nc1ccnn1C1CCN(C/C=C/c2ccccc2)CC1)c1cccc(F)c1,-5,1,-31,0.3,0,6,-8,2,18,12
O=C(/C=C/c1ccc([N+](=O)[O-])s1)N1CCN(c2ccccc2)CC1,7,4,-24,1.7,-3,17,-6,33,-47,38
O=C(Nc1ccccc1)NC1CCN(Cc2ccccc2)CC1,2,-1,0,-0.1,3,36,1,-4,10,3
CC(C)c1ccc(OCC(=O)N2CCc3ccccc3C2)cc1,0,7,2,-0.3,0,?,4,5,-17,8
C=CCN1c2ccccc2[C@]23C[C@@H](C(=O)OC)N(C(C)=O)C2=NC(C(=O)OC)=C(C(=O)OC)[C@H]13,0,0,nt,-0.1,nt,16,nt,-6,-1,2
CCCc1[nH]c(=O)c(C#N)c2c1COC(C)(C)C2,0,4,-25,-0.9,0,9,-4,8,26,10
COc1ccc(NC(C)=O)cc1NC(=O)CN1CCN(S(=O)(=O)c2ccc(C(C)C)cc2)CC1,-5,-6,-22,-0.4,0,-4,-4,2,-25,-2
CCOC(=O)CNC(=O)CSc1nc2nc(C)c(Br)cc2[nH]1,0,-1,-13,0.0,-3,3,2,-3,-32,-8
Cc1noc(C)c1S(=O)(=O)NCc1ccc2c(c1)OCO2,2,0,nt,-0.2,nt,10,nt,-3,-12,-19
COc1ccc(N2C(=O)[C@@H]3Cc4ccccc4CN3C2=O)cc1,0,-2,-20,0.2,0,14,0,0,-32,-11
